# NR2E3 ag-1 – agonists of human nuclear receptor NR2E3; 320,000 compounds, 0.12% hits; AID 2300; inhibition of corepressor binding, % at 4.78 µM; Q9Y5X4; GST-NR2E3/biotin-RetCOR TR-FRET, 1536-well;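 active means percent inhibition above the cutoff of mean plus 3 SD of all tested compounds, set per screening campaign, cut at about 20% in these data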;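 further: 0% = DMSO wells and 100% = biotin wells as full block of FRET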
# Target sequence (Q9Y5X4 whole entry, looked up): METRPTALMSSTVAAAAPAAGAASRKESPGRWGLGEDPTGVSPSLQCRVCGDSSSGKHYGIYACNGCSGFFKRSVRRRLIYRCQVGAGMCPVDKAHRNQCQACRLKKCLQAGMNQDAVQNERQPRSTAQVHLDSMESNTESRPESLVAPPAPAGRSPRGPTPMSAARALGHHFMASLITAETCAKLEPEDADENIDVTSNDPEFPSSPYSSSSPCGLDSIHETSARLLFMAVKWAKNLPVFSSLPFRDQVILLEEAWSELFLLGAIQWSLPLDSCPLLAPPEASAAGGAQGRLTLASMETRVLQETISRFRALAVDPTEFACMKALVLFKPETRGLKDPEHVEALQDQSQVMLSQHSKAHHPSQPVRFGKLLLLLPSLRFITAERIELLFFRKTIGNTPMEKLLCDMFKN
#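 System: GST-tagged NR2E3 plus biotinylated RetCOR corepressor; Buffer or medium: pH 7.5 Tris-based buffer; Probe or stimulus: RetCOR corepressor, biotinylated, 7 nM; Doses: compound at 4.8 µM, single dose; Schedule: 5 h incubation at 4 °C; Technique: time-resolved FRET; Evaluation: percent inhibition of TR-FRET ratio; Replication: one well per compound, singlicate testing.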
# Peg3 promoter – Peg3 promoter activity inhibition. HeLa PEG-Prom luciferase reporter, luminescence, overnight. inhibition, % at 20 µM. 360,000 compounds, 1.7% hits. AID 588405;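 active means inhibition of at least 50% at 20 µM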
# Shn3 3UTR inh – inhibitors of Schnurri-3 3'UTR reporter in osteoblasts | Clone20 osteoblast Shn3 3'UTR firefly luciferase, 24 h | inhibition, % at 12.5 µM | 360,000 compounds, 0.52% hits | AID 588674;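 active means mean inhibition of at least 75% with every replicate also reaching 75%; inconclusive means mean inhibition at least 75% but some replicate below; inactive means mean inhibition below 75%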;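 further: 0% = median of neutral control wells and 100% = pilot-screen positive control compound; some compounds past the cut are filed as inactive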
# CF NFkB block – blocks PAF-induced NF-kB reporter in cystic fibrosis cells; KKLEB NF-kB-GFP reporter, GFP fluorescence overnight; inhibition, % at 5 µM; 360,000 compounds, 0.86% hits; AID 588850;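 active means at least 50% inhibition at 5 µM, scaled per plate between neutral and stimulator controls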;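 further: PAF is a Pseudomonas aeruginosa culture filtrate used as stimulus; plate controls were PAF-stimulated DMSO wells for no effect and unstimulated DMSO wells for full effect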
# HIF-2a block – inhibitors of HIF-2a; inhibition, % at 18.8 µM; 786-0 RCC cells HIF-2a reporter, luciferase luminescence, overnight; 360,000 compounds, 0.72% hits;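 active means inhibition of the luminescence signal of 40% or more relative to plate controls, in a single-dose primary screen at 18.75 µM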
# MITF TRPM1 inh – inhibitors of MITF-driven TRPM1 promoter in melanoma cells; SK-MEL-5 TRPM1 promoter luciferase, 24 h; 330,000 compounds, 0.83% hits; inhibition, % at 12.5 µM;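 active means mean inhibition across replicates of 60% or more, whatever share of single replicates reaches that level; inconclusive means some that reach 60%, reason not given; inactive means mean inhibition across replicates below 60%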; further: values of inactives mirror those of a sister screen read the other way
# hiPSC survival – hiPSC single-cell survival enhancement; ATPlite luminescence; 100% = ROCK inhibitor wells, 0% = DMSO; survival enhancement, % at 20 µM; 360,000 compounds, 0.044% hits; in the data active means survival enhancement above about 18%;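 further: cells exposed to compounds for 16 hours before the ATP read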
# NR2E3 ag-2 – human photoreceptor-specific nuclear receptor agonism; Q9Y5X4; CHO-S Gal4-NCOR/VP16-NR2E3 two-hybrid, luciferase; inhibition of corepressor binding, % at 3.98 µM; 360,000 compounds, 0.35% hits; AID 602229;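 active means inhibition above the mean of all tested compounds plus 3 SD, cut at about 70% in these data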;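 further: 0% = DMSO with NR2E3 transfected cells and 100% = cells lacking NR2E3 construct; higher means lower luciferase signal from less NR2E3 corepressor binding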
# LMP1 NFkB inh – inhibitors of Epstein-Barr LMP1-induced NF-kappaB reporter. inhibition, % at 12.5 µM. LMP1-induced NF-kappaB luciferase reporter cells, luminescence. AID 504558. 350,000 compounds, 0.69% hits; in the data active means inhibition above about 41%; inconclusive means no clear call, values can overlap the other calls;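 further: 0% = neutral control wells and 100% = reference inhibitor control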
# KKLEB tox – reduces viability of KKLEB cystic fibrosis airway cells; activity change (cytotoxicity), % at 5 µM; 360,000 compounds, 0.36% hits; KKLEB CF airway cells viability, ATPlite luminescence, overnight; hits give low values; cells stimulated with P. aeruginosa culture filtrate;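 active means corrected activity change at or below -50% at 5 µM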
# C8 TRAIL sens – caspase-8 TRAIL sensitization; inhibition (viability loss, TRAIL sensitization), % at 10 µM; AID 624354; 360,000 compounds, 1% hits; NB7+C8 cells + TRAIL, ATPlite viability luminescence;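 active means compounds causing at least 50% loss of cell viability in the single-dose screen, relative to plate controls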
# * hit, by the source's call; ? = inconclusive; nt = no result given.
smiles,KKLEB tox,Shn3 3UTR inh,C8 TRAIL sens,HIF-2a block,LMP1 NFkB inh,NR2E3 ag-2,MITF TRPM1 inh,hiPSC survival,NR2E3 ag-1,Peg3 promoter,CF NFkB block
CCOC(=O)N1CCN(C(=O)C2CCCN(S(=O)(=O)c3cc(C)ccc3OC)C2)CC1 (centres undefined),10,4,-3,8,-1,7,0,-0.6,0,10,-10
Cc1cccc(C(=O)N(Cc2nc3ccccc3c(=O)[nH]2)C2CCCC2)c1,-14,25,-5,16,-7,-31,10,0.7,-1,19,9
CC(=O)[C@@]1(O)CC[C@H]2[C@@H]3C[C@H](C)C4=CC(=O)CC[C@]4(C)[C@H]3CC[C@@]21C,18,7,8,19,2,7,-13,-0.3,-5,-7,54*
COc1ccc2cc(C(C)C(=O)N3CCC(C)CC3)ccc2c1 (centres undefined),-6,21,13,-4,-3,-2,11,-0.7,0,22,2
COc1cccc(Nc2nc3ccc(C(=O)c4ccccc4)cc3n3cnnc23)c1,-20,nt,3,7,2,-4,-6,-0.4,-2,10,16
COc1ccc(C(=O)NC2CCN(CC(=O)NCc3ccccc3F)CC2)cc1,4,-3,-11,-5,2,1,7,-0.3,1,-1,-10
CCN(c1ccccc1)S(=O)(=O)c1ccc(OC)c(NC(=O)CNCC(C)O)c1 (centres undefined),-8,-11,3,16,12,12,1,3.3,0,23,-20
CN(Cc1ccccc1)S(=O)(=O)c1ccc(OCC(=O)NCc2ccccn2)cc1,-3,7,5,9,-2,-11,-8,1.2,2,14,-3
O=C(NC1CCCCC1)C(c1cccnc1)N(C(=O)c1ccc(Cl)nc1)C1CCCCC1 (centres undefined),11,-12,-9,13,-1,-7,1,0.0,1,-6,1
O=C(CCN1C(=O)C2CC=C(Cl)CC2C1=O)Nc1ccccc1O (centres undefined),9,-6,-2,19,-1,-17,7,3.3,-1,7,-10
O=c1[nH]n2c(=O)c3c([nH]c2c1N=Nc1cccc(Cl)c1)CCC3,9,4,-3,14,16,14,-2,2.4,-4,-60,-10
Cc1csc(SCC(=O)Nc2nncs2)n1,-6,8,10,-7,-4,-18,1,-0.7,1,3,8
Nc1ccc2nc(-c3cccc(-c4nc5ccc(N)cc5[nH]4)c3)[nH]c2c1,4,-4,-5,16,-2,6,14,-0.4,10,13,-8
CC(C)n1ncc2c(C(=O)N3CCN(c4ccc(F)cc4)CC3)cc(-c3ccccc3)nc21,9,10,-11,12,-4,-5,5,1.0,2,29,14
COc1ccc(/C=C2\SC(=S)N(CCCC(=O)N3CCOCC3)C2=O)cc1,-6,8,2,68*,17,-24,26,-0.4,-2,-15,0

# Single records, from the list above:
# CCOC(=O)N1CCN(C(=O)C2CCCN(S(=O)(=O)c3cc(C)ccc3OC)C2)CC1 (centres undefined) across the screens: KKLEB tox: 10; Shn3 3UTR inh: 4; C8 TRAIL sens: -3; HIF-2a block: 8; LMP1 NFkB inh: -1; NR2E3 ag-2: 7; MITF TRPM1 inh: 0; hiPSC survival: -0.6; NR2E3 ag-1: 0; Peg3 promoter: 10; CF NFkB block: -10
# COc1ccc2cc(C(C)C(=O)N3CCC(C)CC3)ccc2c1 (centres undefined) across the screens: KKLEB tox: -6; Shn3 3UTR inh: 21; C8 TRAIL sens: 13; HIF-2a block: -4; LMP1 NFkB inh: -3; NR2E3 ag-2: -2; MITF TRPM1 inh: 11; hiPSC survival: -0.7; NR2E3 ag-1: 0; Peg3 promoter: 22; CF NFkB block: 2

# (listing goes on)
smiles,KKLEB tox,Shn3 3UTR inh,C8 TRAIL sens,HIF-2a block,LMP1 NFkB inh,NR2E3 ag-2,MITF TRPM1 inh,hiPSC survival,NR2E3 ag-1,Peg3 promoter,CF NFkB block
Cc1ccc(S(=O)(=O)NCCC(=O)Nc2cccc(S(N)(=O)=O)c2)cc1C,-9,-12,-6,0,-3,-20,-2,0.2,0,6,-1
COc1ccc(N=C2NN=C(c3ccc4c(c3)OCCO4)CS2)cc1,-8,-21,-6,-140,-29,-39,-13,-1.0,2,-225,1
COc1ccc(C(=O)NNC(=O)C2CCN(S(=O)(=O)c3ccc(C)cc3)CC2)cc1,12,4,1,13,-7,-9,11,-2.0,-4,8,11
COc1cccc(/C=C/C(=O)NNC(=O)c2cc(C)oc2C)c1,-7,-42,24,-23,3,-13,-15,0.1,-4,3,10
CC(C)CN1C(=O)c2ccc(C(=O)Nc3ccc(O)cc3C(=O)O)cc2C1=O,3,7,-13,18,-6,-18,0,0.7,1,-8,0
CC1CCCCN1Cc1ccc(-c2nn[nH]n2)cc1 (centres undefined),8,9,1,11,0,-28,7,8.9,1,8,3
CC(=O)N1c2ccc(S(=O)(=O)N3CCC(C(=O)N4CCN(c5ccccc5F)CC4)CC3)cc2CC1C (centres undefined),0,?,9,7,-2,36,6,0.9,1,2,24
Cc1ccc(S(=O)(=O)CCC(=O)OCC(=O)c2ccc(C)c(C)c2)cc1,6,-3,-9,10,-9,-16,9,0.8,3,3,6
Cc1ccc(NC(=O)Cn2c(=O)oc3ccccc32)cc1,4,-1,-1,6,4,-19,-17,0.2,0,7,-14
Cc1noc(C)c1C(=O)N1CCN(Cc2ccc3c(c2)OCO3)CC1,-28,-28,-3,2,-6,5,5,1.9,2,5,14
O=C(CCc1ccccc1)NNC(=O)c1ccccn1,15,21,4,5,19,-4,5,-0.9,3,3,-12
COc1ccc(C2c3c(oc4ccccc4c3=O)C(=O)N2c2ccccn2)cc1OC (centres undefined),2,-3,-2,-7,-1,-14,-7,0.6,1,-20,17
CC1Nc2nc(NC(=O)C(C)(C)C)[nH]c(=O)c2N(C)C1C (centres undefined),5,-13,2,12,-2,-20,1,4.3,6,7,5
CC1CCC2(CC1)NC(=O)N(Cc1nnc(-c3cccs3)o1)C2=O (centres undefined),15,6,-11,13,-5,-19,-7,-0.3,1,12,-12
CCC(C)N1C(=S)SC(C)(C)C1N(O)C(=O)NC1CCCCC1 (centres undefined),4,9,5,8,7,-5,5,2.0,0,3,4
CCn1c(COC(=O)CNC(=O)c2ccccc2)nc2cc(S(=O)(=O)N(C)C)ccc21,-10,-11,-18,3,5,2,0,0.6,-2,-5,10
O=S1OCCN1c1ccccc1 (centres undefined),-2,-17,-15,-2,2,12,-3,-0.5,1,1,9
CCc1c(C)sc(NC(=O)c2cc(-c3ccc(OC)c(OC)c3)on2)c1C#N,4,24,-14,11,16,-11,-11,-1.5,0,6,0
CC1=NN(c2nc(-c3ccc(C)cc3)cs2)C(=O)C1N=Nc1cccc(O)c1 (centres undefined),9,27,3,-21,5,-24,7,1.4,5,27,41
CC1CCN(CC(=O)Nc2nn(-c3ccccc3)nc2C(N)=O)CC1,4,-13,-1,-2,-9,-4,4,-0.9,1,6,-2
O=C(COC(=O)c1cc(S(=O)(=O)N2CCOCC2)ccc1O)NCCc1ccccc1,2,18,-3,15,-6,-9,1,0.5,0,1,0
CN1CCN(c2ccccc2NC(=O)c2ccc(-c3ccccc3)cc2)CC1,-10,5,11,-14,3,-3,1,-0.8,0,22,16
CN(C)CCN(Cc1ccccc1)C(=O)[C@H](Cc1ccccc1)N1C(=O)c2ccccc2C1=O,7,0,8,-4,-3,-25,2,0.4,2,-12,-2
CCN1C(=O)CC(SC2CC(=O)N(CC)C2=O)C1=O (centres undefined),21,0,-8,-12,-8,29,-8,-1.2,nt,-8,-10
FC(F)(F)c1cc(-c2ccco2)nc(-n2nnc3ccccc32)n1,4,-17,-9,-9,-1,23,1,-2.1,6,4,-68
CCCOc1ccccc1NS(=O)(=O)c1ccc2[nH]c(=O)[nH]c2c1,1,-18,-7,15,-5,3,-1,-0.3,6,7,1
CCOc1ccc(Cl)cc1S(=O)(=O)N1CCC(C(=O)NCc2cccnc2)CC1,1,10,5,11,-12,6,-9,-0.5,-4,12,4
Cc1cc(C)cc(NC(=O)CCC(=O)Nc2nnc(C(F)(F)F)s2)c1,-4,1,-9,17,0,9,-1,-0.3,4,4,15
Nc1nnc2cc(Cl)ccc2n1,-1,2,-14,3,8,-6,3,-0.7,nt,-19,17
Cc1cc(CSc2ccc(Cl)cc2)ccc1N,-12,-24,38,-168,-15,-46,-6,1.2,nt,-315,6
COc1cccc(C(C)(O)c2nc(-c3ccc4c(c3)OCO4)cs2)c1 (centres undefined),11,-4,-14,-23,nt,20,nt,0.6,nt,-34,-22
CC(=O)c1ccc(N2CCN(S(=O)(=O)c3ccc4c(c3)C(Cl)(Cl)C(=O)N4)CC2)cc1,14,29,-3,-6,nt,10,nt,-1.8,nt,16,3
CCN1C(=O)[C@H]2[C@@H](c3ccc(-c4ccccc4)cc3)N[C@@](CC(C)C)(C(=O)OC)[C@H]2C1=O,-9,6,12,4,-1,12,-3,-1.5,3,14,-11
CCN(CC)S(=O)(=O)c1ccc2[nH]c(=O)cc(C(=O)Nc3ccccc3N3CCCC3)c2c1,-12,0,-9,4,-9,2,2,0.0,0,28,15
CCc1nc2ccc(C(=O)NCCCN(C)C)cn2c1N(C)Cc1ccc(OC)cc1,-6,10,-8,-6,nt,-6,nt,-2.2,nt,-9,28
CN1C(=O)C(O)(c2sc(N)nc2-c2ccccc2)c2ccccc21 (centres undefined),-2,1,9,-3,-9,-26,10,0.6,0,3,6
COc1cc([N+](=O)[O-])ccc1NC(=O)Oc1ccc(NC(C)=O)cc1,15,2,-15,10,-33,-24,-3,-0.4,-3,5,-6
Cc1noc(C)c1COC(=O)C(c1ccccc1)c1ccccc1,0,-10,-3,12,-4,-4,-5,0.4,0,10,-23
COc1ccc(-c2nnc(SCc3ncc(-c4ccccc4)o3)o2)cc1,-9,-6,-5,-30,-16,-60,-22,-2.9,0,-38,14
Cc1ccc(N2C(=O)NC(NC(=O)C(C)(C)C)(C(F)(F)F)C2=O)cc1 (centres undefined),12,9,-3,0,-37,-15,-4,-0.3,0,9,-7
O=C(CSc1ccc(-c2cccc([N+](=O)[O-])c2)nn1)N1CCCCCC1,-7,-15,-12,-19,1,-31,-14,-0.5,0,-6,-8
COc1ccc(C2Nc3ccccc3C(=O)N2Cc2ccccc2)cc1Cn1nnc2ccccc21 (centres undefined),-4,22,9,29,16,-1,-4,-0.6,0,23,23
CCOC(=O)C1=CN(Cc2cccc(F)c2)S(=O)(=O)NC1CCc1ccccc1 (centres undefined),-16,3,2,-3,7,-5,-7,0.4,nt,19,-4
Cn1c(C(=O)N2CCCC(C(=O)NCc3ccc4c(c3)OCO4)C2)cc2sccc21 (centres undefined),-14,16,5,1,-12,4,nt,-0.9,2,17,15
CCc1nnc(NC(=O)CSc2nnc(-c3ccc(O)cc3)n2C)s1,-6,18,-12,13,6,15,4,0.6,1,4,6
CCOC(=O)N/N=C(/C)c1cccc(-n2cnnn2)c1,-23,-19,0,7,5,-8,-2,-1.2,3,-1,10
CN1C(=S)N(c2ccccc2)C(=O)/C1=C/c1cccs1,-2,1,-8,11,-4,5,-8,-0.3,0,20,-13

# Not all compounds are listed; the hit share may differ from the screen's.
